# PRMT1 FP inh: PRMT1 methyltransferase inhibitors, primary screen, biochemical, fluorescence polarization; Protein arginine N-methyltransferase 1 (Homo sapiens), Q99873; recombinant PRMT1, activity-based probe fluorescence polarization; 1.3% of 370,000 active; inhibition, % at 2.79 µM;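 active = inhibition above about 21% made by adding two undisclosed values, limit read from the data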
# TDP2 inh: human TDP2 enzyme inhibitors, primary screen, biochemical, epi absorbance, recombinant enzyme | inhibition, % at 12.8 µM | T5PNP hydrolysis, p-nitrophenol absorbance 415 nm | 0.34% of 370,000 active | Tyrosyl-DNA phosphodiesterase 2 (Homo sapiens), O95551 | AID 720702, 2013;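 active = inhibition above the mean of all tested compounds plus 3 SD, set per campaign, cut at about 25% in these data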;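 also: 0% = DMSO with enzyme and 100% = buffer with substrate but no TDP2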
#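 Evaluation: % inhibition relative to enzyme-containing and enzyme-free wells. Material: recombinant human TDP2. Benchmarks: enzyme-free and DMSO wells. Timing: enzyme reaction with compound for 2 h at 37 °C. Compound dosing: 12.8 µM only. Measured by: p-Nitrophenol epi absorbance. Reagent: T5PNP substrate at 5 mM, a TopII-DNA adduct mimic. Replication: single well per compound.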
# HTRA1 inh: HTRA1 serine protease inhibitors, primary screen, biochemical, fluorescence polarization, HTS; 0.5% of 340,000 active; inhibition, % at 5.96 µM; recombinant HTRA1, FP-rhodamine activity-based probe; Q92743; in the data active = inhibition above about 36%;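 also: 0% = enzyme with DMSO and 100% = wells lacking enzyme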
# Target sequence (Q92743 whole entry, looked up): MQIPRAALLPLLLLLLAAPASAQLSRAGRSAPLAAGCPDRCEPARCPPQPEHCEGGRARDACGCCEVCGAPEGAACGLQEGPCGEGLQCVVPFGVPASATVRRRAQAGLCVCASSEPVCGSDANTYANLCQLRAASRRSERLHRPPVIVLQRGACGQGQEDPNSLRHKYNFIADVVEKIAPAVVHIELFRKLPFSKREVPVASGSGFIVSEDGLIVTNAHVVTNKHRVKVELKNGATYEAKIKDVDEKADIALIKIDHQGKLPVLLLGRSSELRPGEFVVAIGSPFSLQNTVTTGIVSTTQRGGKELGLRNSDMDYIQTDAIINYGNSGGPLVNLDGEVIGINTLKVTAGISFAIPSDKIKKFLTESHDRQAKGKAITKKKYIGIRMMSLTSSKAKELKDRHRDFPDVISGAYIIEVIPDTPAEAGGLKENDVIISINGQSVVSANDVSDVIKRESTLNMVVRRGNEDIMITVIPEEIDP
# mABHD4 FP: ABHD4 inhibitors, primary screen, biochemical, fluorescence polarization, mouse | (Lyso)-N-acylphosphatidylethanolamine lipase (Mus musculus), Q8VD66 | purified mABHD4, FP-Rh probe fluorescence polarization | inhibition, % at 8.92 µM | 0.54% of 370,000 active;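 active = inhibition exceeding the mean over every tested compound plus 3 SD, cut at about 30% in these data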;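 also: 0% = plate median of compound wells and 100% = S159A mutant with DMSO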
#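 Assay system: mABHD4 protein; medium: HEPES pH 7.0, NaCl, Pluronic buffer; dosing: 8.92 µM, single dose; schedule: 45 min + 60 min at 25 °C; signal: FP readout, ex 525 nm / em 598 nm; read-out: normalized percent inhibition of probe labeling; repeats: single replicate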
# PG9 Ab binder: binders of HIV-1 gp120 antibody PG9, primary screen, biochemical, TR-FRET. 0.43% of 360,000 active. inhibition, % at 6.7 µM. HIV-1 gp120 / PG9 antibody interaction. AID 624416, 2012. TR-FRET gp120-PG9 antibody binding; in the data active = inhibition above about 8.5%
# Tn7 DDE FP: inhibitors of Tn7 peptide binding to fibrin DD(E), primary screen, biochemical, fluorescence polarization, human fibrin, Tn7 probe | Fibrinogen beta chain (Homo sapiens), P02675 | inhibition, % at 8.3 µM | AID 720508, 2013 | FP displacement of FITC-Tn7 peptide from fibrin DD(E); 0% = median of compound wells per plate | 0.13% of 370,000 active;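 active = inhibition above the mean of compounds falling within the control limits plus 3 SD of them, cut at about 14% in these data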;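 also: 0% = plate median of compound wells and 100% = 10 µM Aha-Tn7 peptide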
# Target sequence (P02675 whole entry, looked up): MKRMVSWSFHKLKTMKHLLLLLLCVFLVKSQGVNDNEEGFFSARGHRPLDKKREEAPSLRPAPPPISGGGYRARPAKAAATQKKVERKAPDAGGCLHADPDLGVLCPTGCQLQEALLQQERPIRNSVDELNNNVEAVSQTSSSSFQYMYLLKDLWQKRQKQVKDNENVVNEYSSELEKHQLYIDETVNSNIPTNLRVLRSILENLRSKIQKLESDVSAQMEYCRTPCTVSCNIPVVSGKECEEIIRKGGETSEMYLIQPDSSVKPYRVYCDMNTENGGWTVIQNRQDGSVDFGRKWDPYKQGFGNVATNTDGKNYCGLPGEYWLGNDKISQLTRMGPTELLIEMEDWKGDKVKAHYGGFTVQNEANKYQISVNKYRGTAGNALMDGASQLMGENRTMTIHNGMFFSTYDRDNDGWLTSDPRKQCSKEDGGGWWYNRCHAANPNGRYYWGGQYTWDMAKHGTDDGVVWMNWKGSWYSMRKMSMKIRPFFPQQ
#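 system = human fibrin DD(E) protein | quantity = DD(E) 2 µM final | medium = Tris/NaCl/CaCl2 buffer, pH 7.8 | also added = labelled Tn7 tracer, 0.1 µM | compound dosing = single point at 8.3 µM | timing = compound with protein 10 min, then 3 h after probe, room temperature | signal = FP measurement | benchmarks = Aha-Tn7 high control | repeats = one replicate per compound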
# LEDGF integ inh: blockers of LEDGF/p75-dependent integrase strand transfer – biochemical, TR-FRET, high throughput, primary screen; HIV-1 integrase (with human LEDGF/p75); TR-FRET IN-LEDGF/p75 DNA integration, Eu/Cy5; inhibition, % at 3.7 µM; 0.64% of 370,000 active; AID 743269, 2014;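 active = inhibition above the screen-wide mean plus 3 SD, cut at about 13% in these data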;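 also: signal is the Cy5 over europium emission ratio at 671 and 618 nm; 0% = plate median of compound wells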
# UHRF1 MBD2 ctr: UHRF1 methylated DNA binding inhibitors, primary screen, counter-screen for MBD2 inhibitor project, biochemical, TR-FRET, human UHRF1, single concentration | E3 ubiquitin-protein ligase UHRF1 (Homo sapiens), Q96T88 | UHRF1 binding to methylated oligo | inhibition, % at 4.4 µM | 0.75% of 370,000 active; in the data active = inhibition above about 21%;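 also: UHRF1 SRA domain binding a hemimethylated CpG hairpin DNA probe; 0% = median of test compound wells and 100% = reference inhibitor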
# TCR CD3 inh: inhibitors of human TCR-CD3 interaction, primary screen, biochemical, fluorescence, TAMRA-labeled TCR probe; T-cell receptor (TCR); inhibition, % at 9.4 µM; 0.37% of 360,000 active; AID 651800, 2012; in the data active = inhibition above about 19%;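 also: recombinant mutant TCR 2C K166C tagged with TAMRA read by polarization; 0% = receptor in buffer alone and 100% = receptor with positive control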
# SIAE primary: human SIAE inhibitors, primary screen, biochemical, fluorescence polarization, FP-Rh probe, 1536-well HTS; Sialate O-acetylesterase (Homo sapiens), Q9HAT2; SIAE FP-Rh probe binding; inhibition, % at 9.66 µM; 0.69% of 370,000 active; AID 1053197, 2014;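 active = inhibition above a cutoff: mean of compounds within the control limits plus 3 SD of those, cut at about 17% in these data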;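 also: 0% = plate median of compound wells and 100% = probe without SIAE protein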
# Active calls of the source: *; · = not tested or not shown.
SMILES,PRMT1 FP inh,TDP2 inh,HTRA1 inh,mABHD4 FP,PG9 Ab binder,Tn7 DDE FP,LEDGF integ inh,UHRF1 MBD2 ctr,TCR CD3 inh,SIAE primary
CC(NC(=O)/C=C/c1ccc(Br)cc1)c1ccc(Cl)cc1 (configuration not stated),-1,-5,2,1,-0.8,-1,-3,1,6,-3
Cc1cc(OCC(=O)Nc2ccncc2)ccc1[N+](=O)[O-],-3,1,2,-1,0.1,-7,4,0,-4,-1
COC(=O)Cc1nnn2c1[C@H](C)[C@H](c1cccc(OC)c1OC)OCC2,1,0,·,-4,-0.7,-1,11,26*,5,1
CC1(C)CC(=O)C(N=Nc2cccnc2)=C(O)C1,5,-16,-4,10,1.6,-4,-4,4,-3,-1
O=C(Cc1ccc(-c2ccccc2)cc1)NC(c1ccccc1)c1ccccc1,44*,-13,-12,-11,-0.2,4,-1,18,-7,-6
Cn1cc([N+](=O)[O-])c(C(=O)Nc2ccn(Cc3c(F)c(F)cc(F)c3F)n2)n1,-5,-12,5,-13,-3.1,-8,3,2,6,-1
O=C(Nc1ccc([N+](=O)[O-])cc1)N1CCCCC1,-3,7,1,7,1.5,7,-1,1,1,2
Cc1cc(Oc2ccccc2)nc(OCC#N)n1,0,9,1,0,-1.7,-1,-2,1,-3,-3
C=CCN(C(=O)Nc1ccc(F)cc1)C1CC(=O)N(c2ccc(OC)cc2)C1=O (configuration not stated),-2,4,4,-3,0.4,10,-2,-2,2,0
Cc1cc(=O)[nH]c(N/N=C/c2ccc(OC(=O)c3cccnc3)cc2)n1,1,-4,3,1,0.0,-1,-3,1,-7,0
Cc1ccc(S(=O)(=O)CCC(=O)N(CCCN2CCOCC2)c2nc3ccccc3s2)cc1,1,0,-4,5,9.6*,2,3,-3,-1,0
O=C(N/C(=C\c1ccc(Br)cc1)C(=O)N1CCOCC1)c1ccccc1Cl,-2,-4,-1,3,1.8,-2,-2,0,-3,11
COc1ccc(-c2cc3cc(OC)c(OC)cc3c(C)n2)cc1C,2,7,-15,-1,-0.2,-5,-1,-3,-2,-6
CCOC(=O)C1CCCN(C(=O)c2cn(CC)c3ccc(S(=O)(=O)N4CCCC4)cc3c2=O)C1 (configuration not stated),-4,16,7,3,0.2,2,-1,-2,2,1
CC1(C)Cc2c(sc(N)c2C#N)C(C)(C)N1,-1,-2,2,-5,-0.9,-6,4,2,2,7

# Reformatted: entries from further up.
compound	PRMT1 FP inh	TDP2 inh	HTRA1 inh	mABHD4 FP	PG9 Ab binder	Tn7 DDE FP	LEDGF integ inh	UHRF1 MBD2 ctr	TCR CD3 inh	SIAE primary
CC(NC(=O)/C=C/c1ccc(Br)cc1)c1ccc(Cl)cc1 (configuration not stated)	-1	-5	2	1	-0.8	-1	-3	1	6	-3
COC(=O)Cc1nnn2c1[C@H](C)[C@H](c1cccc(OC)c1OC)OCC2	1	0	·	-4	-0.7	-1	11	26*	5	1
O=C(Cc1ccc(-c2ccccc2)cc1)NC(c1ccccc1)c1ccccc1	44*	-13	-12	-11	-0.2	4	-1	18	-7	-6
CC1(C)CC(=O)C(N=Nc2cccnc2)=C(O)C1	5	-16	-4	10	1.6	-4	-4	4	-3	-1

# More compounds
SMILES,PRMT1 FP inh,TDP2 inh,HTRA1 inh,mABHD4 FP,PG9 Ab binder,Tn7 DDE FP,LEDGF integ inh,UHRF1 MBD2 ctr,TCR CD3 inh,SIAE primary
CCOC(=O)C1=C(O)C(=O)N(c2ccc(S(N)(=O)=O)cc2)C1c1cccc([N+](=O)[O-])c1 (configuration not stated),0,14,8,10,-1.2,3,-2,-1,-2,0
O=C(CNc1cccc(S(=O)(=O)N2CCCC2)c1)Nc1cccc(Br)c1,-2,-10,-15,-10,-1.5,3,-6,-1,11,-2
C/C(=N\NC(=S)Nc1cccc(C)c1)c1ccco1,3,0,1,12,0.6,-1,-2,-2,-1,11
O=C(COC(=O)c1sc2ccccc2c1Cl)NCC1CCCCC1,0,11,4,2,-1.1,-7,16*,-1,3,-3
CCc1nc2c(OCC(=O)C(C)(C)C)cccn2c1N(C)C(=O)c1ccco1,-1,3,·,13,-1.1,-6,-1,6,-4,4
CCN(CC)CCn1c(/N=C/c2ccc(OC)c(OC)c2)nc2ccccc21,4,-5,·,6,-0.1,-4,2,1,6,-3
CCC1COC(c2cccn2Cc2ccc(Cl)cc2)=N1 (configuration not stated),5,15,-1,6,1.7,-2,14*,1,4,-4
Clc1ccccc1Nc1nc(NCC2CC2)nc2ccsc12,2,6,·,-2,1.1,14,1,0,5,7
CCOC(=O)c1cccc(NC(=O)C(C)N2C(=O)c3ccccc3C2=O)c1 (configuration not stated),-2,-4,-1,3,0.3,1,-3,0,1,-2
O=C(COC(=O)/C=C/c1ccccc1)Nc1ccc(Cl)cn1,0,-1,-1,5,-1.2,2,4,3,-1,-10
CCN(CC(=O)Nc1cc(S(=O)(=O)N2CCCCC2)ccc1Cl)Cc1ccccc1,0,4,-30,-3,-2.0,0,3,3,6,-2
O=S(=O)(c1ccccc1)N1CCN=C1SCc1ccc(Cl)cc1,0,-1,-3,-7,-0.4,-1,0,1,-2,-5
C/C(=C\c1ccc(C)o1)C(=O)c1c(C)cc(C)[nH]c1=O,20,-4,4,5,-1.5,-1,-3,-1,-3,7
COCCN(C(=O)COC(=O)Cc1cccc(OC)c1)c1c(N)n(CC(C)C)c(=O)[nH]c1=O,6,23,-4,1,1.7,3,-4,0,-3,-3
O=C(O)CCCCCN1C(=O)C2CCCCC2C1=O (configuration not stated),-2,-1,2,3,0.2,-5,0,-3,3,6
CCN(C[C@H]1N[C@@](CC)(C(=O)OC)[C@H]2C(=O)N(C)C(=O)[C@@H]12)S(=O)(=O)c1ccc(C(F)(F)F)cc1,5,-2,9,-1,-0.3,4,1,1,-2,-2
O=C(CSc1nnc(CNC(=O)c2cccs2)o1)Nc1ccccc1,-2,-11,1,0,-1.0,2,-2,0,-1,-3
CCc1nc2c(OCCn3cccc3)cccn2c1N(C=O)Cc1ccc(OC)cc1,5,-4,·,-3,-0.6,-3,10,2,-9,6
COc1cc(OC)c(C(=O)Nc2cccc3ccccc23)cc1OC,-2,1,-8,-1,-1.6,-9,1,0,-6,-3
Cc1nc(SCc2ccc(C#N)cc2)n[nH]1,-3,2,0,-3,0.1,6,4,2,5,10
Cn1c(=NC(=O)CSCC(=O)N2CCOCC2)sc2ccccc21,0,-10,-2,2,-0.8,5,5,5,0,-6
CCCCn1c(SCC(=O)Nc2cc(C)[nH]n2)nc2ccsc2c1=O,-1,1,-11,-1,-2.1,-1,1,-4,2,-1
CCOC(=O)C1CCN(c2c(NCCC(C)C)c(=O)c2=O)CC1,2,-3,9,8,-0.1,-1,1,-3,-9,9
Cc1cccc(C)c1NC(=O)CC(NCCc1ccccc1)C(=O)O (configuration not stated),1,-9,6,-1,-0.9,-8,2,1,4,7
CCCCOC(=O)c1ccc(-c2ccc(/C=N/NC(=S)NCC)o2)cc1,2,10,-2,-14,-0.6,-1,-1,-5,3,0
CCOc1ccc(NC(=O)CN(Cc2ccccc2)S(C)(=O)=O)cc1,2,-2,4,-6,1.4,3,2,3,0,3
CC(C)N(C(=O)Cn1cc(SCC(=O)NCc2ccco2)c2ccccc21)C(C)C,0,-6,7,-3,-1.6,-6,0,0,-3,15
Cc1cc(F)ccc1-c1cc(C(=O)NCc2cccc(C(F)(F)F)c2)[nH]n1,0,0,·,-28,-0.6,2,-1,-1,-8,-5
COc1ccc(OC)c(NC(=O)Cn2c(CCC(=O)O)ccc2-c2cccs2)c1,10,-1,-5,-3,-1.0,1,1,-1,-2,2
CC1CCN(S(=O)(=O)c2cc3c4c(c2)CCN4C(=O)CC3)CC1,-5,-8,6,-2,-2.0,1,-1,0,1,6

# A draw from above in order of count of non-hydrogen atoms, lowest first:
SMILES,PRMT1 FP inh,TDP2 inh,HTRA1 inh,mABHD4 FP,PG9 Ab binder,Tn7 DDE FP,LEDGF integ inh,UHRF1 MBD2 ctr,TCR CD3 inh,SIAE primary
CCOc1ccc(NC(=O)CN(Cc2ccccc2)S(C)(=O)=O)cc1,2,-2,4,-6,1.4,3,2,3,0,3
CCCCOC(=O)c1ccc(-c2ccc(/C=N/NC(=S)NCC)o2)cc1,2,10,-2,-14,-0.6,-1,-1,-5,3,0
CCN(C[C@H]1N[C@@](CC)(C(=O)OC)[C@H]2C(=O)N(C)C(=O)[C@@H]12)S(=O)(=O)c1ccc(C(F)(F)F)cc1,5,-2,9,-1,-0.3,4,1,1,-2,-2

# Further entries follow:
SMILES,PRMT1 FP inh,TDP2 inh,HTRA1 inh,mABHD4 FP,PG9 Ab binder,Tn7 DDE FP,LEDGF integ inh,UHRF1 MBD2 ctr,TCR CD3 inh,SIAE primary
C=CCN(C(=O)c1ccccc1)C1CCS(=O)(=O)C1 (configuration not stated),-3,4,1,4,0.8,6,4,2,9,2
CNN/C(N=Cc1ccc([N+](=O)[O-])s1)=N\S(=O)(=O)c1cc(C)c(Cl)cc1SCc1ccccc1,2,0,-5,3,-2.0,-2,-3,-1,1,-2
CC(C)c1ccc(S(=O)(=O)c2ccc(NN)cc2)cc1,0,3,-27,1,0.3,2,-1,1,1,-6
Cc1ccc(NC(=O)/C=C\C(=O)O)c([N+](=O)[O-])c1,65*,-13,7,-5,-0.9,4,1,-7,-5,-3

# Assay outcomes from PubChem.
